zVAD death inh: inhibitors of zVAD-triggered necroptosis, primary screen, L929 cells | L929 zVAD necroptosis rescue, ATP luminescence, 24 h; with zVAD 60 µM | viability rescue, % at 10 µM | 0.38% of 220,000 active | AID 1377, 2008;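 active means activation, scaled between plate controls, above about 75%, limit read from the data; inactive means activation under that limit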;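 further: 0% = zVAD with DMSO and 100% = DMSO alone without zVAD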
Runt-CBFb FRET: inhibitors of RUNX1 Runt–CBFb binding, primary screen, biochemical, FRET, Cerulean-Runt, Venus-CBFb, uHTS | Cerulean-Runt/Venus-CBFb FRET ratio 530/480, 1 h | inhibition, % at 20 µM | 0.46% of 220,000 active | AID 1496, 2009;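 active means inhibition over about 50% at 20 µM in the single-dose screen, limit read from the data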;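 further: 0% = DMSO wells and 100% = excess unlabeled CBFb competitor control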
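Assay system: Cerulean-Runt domain / Medium: Tris 50 mM pH 7.5, KCl, K2SO4, 0.01% BSA / Timing: protein complex preformed 1 h, compound exposure 1 h, room temperature, dark / Measured by: FRET, excitation 422 nm, emission at 530 and 480 nm / Evaluation: loss of energy transfer signal / Control set: 5 µM unlabeled CBFb as full-inhibition high control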
PERK inhibitor: block of dimerizer-induced PERK translation repression, primary screen, PERK inhibitor project, CHO PERK-DD cells, SEAP luminescence, HTS | CHO PERK-DD fusion, SEAP luminescence translation reporter | inhibition, % at 5.6 µM | 0.17% of 220,000 active | AID 1416, 2008;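 active means inhibition above the mean inhibition of all tested compounds plus 3 SD, set separately per screening campaign, cut at about 2.9% in these data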;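 further: PERK kinase domain activated by AP20187 dimerizer at 100 nM; 0% = DMSO with dimerizer and 100% = rapamycin at 8.4 µM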
Target sequence (Q9NZJ5 whole entry, looked up, the tested form may be a part): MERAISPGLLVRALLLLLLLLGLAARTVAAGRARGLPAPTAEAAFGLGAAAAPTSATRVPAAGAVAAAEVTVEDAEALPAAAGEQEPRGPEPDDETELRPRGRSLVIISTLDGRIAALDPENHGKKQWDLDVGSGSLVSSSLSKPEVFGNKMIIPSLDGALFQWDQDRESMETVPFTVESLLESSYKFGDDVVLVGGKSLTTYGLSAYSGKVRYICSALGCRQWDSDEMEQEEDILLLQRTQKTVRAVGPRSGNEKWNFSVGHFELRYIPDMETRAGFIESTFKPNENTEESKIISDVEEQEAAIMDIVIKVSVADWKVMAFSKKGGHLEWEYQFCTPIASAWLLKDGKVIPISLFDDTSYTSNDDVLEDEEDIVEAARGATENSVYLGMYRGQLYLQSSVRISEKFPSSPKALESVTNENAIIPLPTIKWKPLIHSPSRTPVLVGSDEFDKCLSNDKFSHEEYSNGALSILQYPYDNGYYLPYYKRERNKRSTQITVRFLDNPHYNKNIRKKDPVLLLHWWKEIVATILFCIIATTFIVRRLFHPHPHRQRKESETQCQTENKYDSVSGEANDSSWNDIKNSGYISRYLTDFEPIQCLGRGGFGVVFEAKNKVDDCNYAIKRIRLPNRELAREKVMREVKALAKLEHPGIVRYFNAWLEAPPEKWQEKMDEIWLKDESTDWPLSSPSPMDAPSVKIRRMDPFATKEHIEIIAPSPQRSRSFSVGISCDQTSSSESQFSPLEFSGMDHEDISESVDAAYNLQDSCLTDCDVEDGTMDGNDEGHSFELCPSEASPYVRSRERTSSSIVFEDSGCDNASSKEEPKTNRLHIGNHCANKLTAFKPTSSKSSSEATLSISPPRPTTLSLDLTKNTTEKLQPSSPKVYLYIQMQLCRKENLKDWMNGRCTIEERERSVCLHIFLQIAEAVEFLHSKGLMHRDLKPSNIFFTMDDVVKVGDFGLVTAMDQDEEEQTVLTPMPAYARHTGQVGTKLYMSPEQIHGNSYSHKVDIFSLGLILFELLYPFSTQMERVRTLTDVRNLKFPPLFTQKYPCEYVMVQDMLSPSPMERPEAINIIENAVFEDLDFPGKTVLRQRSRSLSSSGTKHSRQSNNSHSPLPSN
EP2 modulator: EP2 receptor modulators, cAMP readout, primary screen, cell-based, HTRF cAMP, PGE2 stimulation; Prostaglandin E2 receptor EP2 subtype (Homo sapiens), P43116; induction, % at 25 µM; 0.83% of 260,000 active; EP2-expressing cells, cAMP HTRF FRET, PGE2 co-stimulation;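 active means compounds whose cAMP rise, as percent of the full-agonist control response, exceeds 60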;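 further: rat C6 glioma line stably carrying human EP2 under a CMV promoter; the protocol text gives 20 µM as final concentration; 100% = response of wells given 1 µM PGE2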
RBBP9 inh: human RBBP9 inhibitors, primary screen, biochemical, fluorescence polarization, FP-Rh probe, HTS. 0.2% of 220,000 active. AID 1515, 2009. inhibition, % at 7.94 µM. recombinant RBBP9;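 active means inhibition above the campaign mean of all tested compounds plus 3 SD, cut at about 14% in these data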;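 further: plate controls were DMSO wells with RBBP9 for no effect and wells lacking RBBP9 protein for full effect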
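Measured by – fluorescence polarization · Test system – RBBP9 protein · Input – 2.5 µM RBBP9 dispensing solution, before mixing · Measure – percent inhibition from mP, scaled between DMSO and no-protein wells · Benchmarks – DMSO-treated enzyme wells and wells lacking RBBP9 · Times – preincubation 30 min plus labeling 45 min at 25 °C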
Runt-SMMHC FRET: inhibitors of RUNX1 Runt–CBFb-SMMHC binding, primary screen, biochemical, FRET, Cerulean-Runt, Venus-CBFb-SMMHC, uHTS; inhibition, % at 20 µM; 0.74% of 220,000 active; Cerulean-Runt/Venus-CBFb-SMMHC FRET ratio 530/480, 1 h; Runt-related transcription factor 1 (Homo sapiens) + Core-binding factor subunit beta …;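 active means mean inhibition across duplicate retests at 20 µM reaching about 50%, limit read from the data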;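 further: 0% = DMSO wells and 100% = wells with excess untagged CBFb-SMMHC; inhibitors lower the FRET ratio by blocking Runt binding to CBFb-SMMHC; some results filed as inactive read as strong as hits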
TNF necrop inh: inhibitors of TNF-alpha triggered necroptosis, primary screen, cell-based, Jurkat FADD-/-, single concentration | Jurkat FADD-/- TNF necroptosis rescue, ATP luminescence, 24 h; 0 = TNF only, 100 = no-TNF cells | AID 463075, 2010 | activation (protection from cell death), % at 10 µM | 0.068% of 220,000 active;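 active means activation, meaning protection from cell death, of at least 50% relative to plate controls; inactive means activation below 50%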;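 further: necroptosis triggered by 40 ng/mL TNF-alpha added together with compound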
PGE2 EP2 inh: human EP2 receptor antagonists, primary screen, TR-FRET cAMP, C6 glioma cells. Prostaglandin E2 receptor EP2 subtype (Homo sapiens), P43116. C6 glioma cells expressing human EP2; cells stimulated with saturating PGE2. inhibition, % at 25 µM. 0.52% of 260,000 active. AID 1422, 2008;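 active means percent inhibition above 40 after rounding to a whole number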;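 further: rat C6 glioma host cells with rolipram phosphodiesterase inhibitor present; the protocol text gives 20 µM as final concentration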
Hck-Nef inh: inhibitors of Nef-activated human Hck kinase, primary screen, biochemical, Z-Lyte FRET, 384-well, Hck-YEEI | Tyrosine-protein kinase HCK (Homo sapiens), P08631 | Recombinant Hck-YEEI plus Nef, Z-Lyte FRET kinase assay | inhibition, % at 20 µM | 0.68% of 220,000 active;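 active means Hck-Nef kinase inhibition above about 50%, limit read from the data; inactive means inhibition below that limit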;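 further: 0% = DMSO with Hck plus Nef and 100% = Hck alone without Nef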
An asterisk follows results filed as active; . = not tested or not shown; & = joins results of further samples.

Values run as follows: TNF necrop inh, EP2 modulator, Hck-Nef inh, PERK inhibitor, zVAD death inh, Runt-CBFb FRET, RBBP9 inh, Runt-SMMHC FRET, PGE2 EP2 inh
C=CCOC(=O)C(C#N)c1nc2ccccc2nc1N1CCN(c2ccccc2OC)CC1 (stereo unspecified)
 : 1.0, 48.9, -5.2, -0.8, 24.8, 0.5, -8.7, -1.8, 6.9
CCCc1cc(=O)[nH]c(SCC(=O)N(C)CC(=O)Nc2ccccc2CC)n1
 : -2.0, 10.0, -0.5, -0.4, -0.3, -0.1, -8.2, -0.5, 9.2
O=C(Cc1ccccc1)NNC(=O)Cc1ccccc1
 : -0.4, 11.0, 25.2, 0.1, 1.0, 0.2, -4.6, 3.2, 0.9
C/C(N)=C(/C#N)C(=O)COC(=O)c1cc2c(s1)CCCC2
 : 0.6, -7.6, 22.9, 0.6, 1.4, -1.2, -9.5, -0.1, 3.4
Cc1cc(C)n(-c2ccc(-n3ccnc3)nn2)n1
 : -0.6, 0.8, 0.0, -0.6, 0.1, -0.8, -9.5, -4.2, 6.5
C=CCNC(=O)/C(C#N)=C/c1c(C)nn(-c2ccccc2)c1Cl
 : 1.0, -31.1, 5.8, 0.4, -0.2, 0.7, -1.5, 4.0, 3.7
CC1CCCCC1NC(=O)C1CCN(S(=O)(=O)N2CCC3(CC2)OCCO3)CC1 (stereo unspecified)
 : -3.0, 23.5, 0.8, 0.1, -0.2, -0.7, -4.8, -1.1, 5.4
Cc1cc(=O)n2[nH]c(-c3ccco3)nc2n1
 : -1.3, 7.1, -0.9, 0.3, -1.0, 3.0, -8.0, -3.4, 6.7
Cn1c(=O)c2c(nc(SCc3cccnc3)n2Cc2ccccc2)n(C)c1=O
 : -2.2, 30.6&18.6, -0.1, -1.9, -0.7, 5.5, -0.7, 0.7, 1.8&9.9
Cn1c(CSc2nc3ccc(Br)cc3[nH]2)nc2ccccc21
 : -2.0, -21.4, 1.6, -0.5, -0.2, -1.1, -6.3, 0.4, 5.2
NNC(=O)C(=O)Nc1ccc(O)cc1
 : -1.2, -15.5, -4.0, -0.3, -0.6, 1.1, -9.1, 4.3, 6.9
COc1ccc(CCNC(=O)c2ccn[nH]2)cc1OC
 : -0.4, 17.7, -1.9, 0.5, 0.6, 1.2, -1.5, 4.1, 12.3
N#CCCS(=O)(=O)c1nnnn1-c1ccccc1
 : -10.9, ., 0.1, -1.3, -0.5, -3.1, -1.0, -1.1, 16.0
Cc1cc(C(F)F)n2ncc(C(=O)NCCc3ccccc3Cl)c2n1
 : -1.5, -3.5, -14.1, -1.4, 0.2, 1.3, 0.8, -3.8, 12.2
CCc1ccc(NS(=O)(=O)c2ccc3[nH]cc(C(=O)N4CCCCC4)c(=O)c3c2)cc1
 : 0.5, 16.5, 2.6, 1.3, 0.2, -0.6, -10.9, 1.4, 8.9
Cc1cc(=O)n2nc(N3CCCC(C(=O)NCCc4ccccc4)C3)sc2n1 (stereo unspecified)
 : -1.3, -4.3, 0.6, -0.2, 1.1, 1.3, -7.9, 2.4, 8.2
Cc1onc(-c2ccccc2)c1C(=O)NCc1ccco1
 : -0.6, -0.2, 1.2, 0.3, 0.1, 4.1, -8.8, 0.0, 10.4
Cn1c(=O)c2c(nc(SCCN3CCCCC3)n2Cc2ccc(Cl)cc2)n(C)c1=O
 : 0.2, ., 2.1, -1.3, -0.2, -0.4, 6.4, 2.8, 7.2
Cc1cccc(OCC(O)Cn2c(=N)n(CCN3CCCCC3)c3ccccc32)c1 (stereo unspecified)
 : -7.0, -13.5, -0.8, -1.4, 10.6, -1.3, -2.1, 2.0, 7.7
Cc1cc(C)c(Cn2c(=O)n(CCCC(=O)NCc3ccco3)c(=O)c3ccccc32)c(C)c1
 : 0.0, ., 16.1, 0.4, 0.2, ., 4.3, ., 8.3
CCOc1ccc(N(CC(=O)O)S(=O)(=O)c2ccc(F)cc2)cc1
 : -0.6, 3.7, 5.7, 0.9, -0.3, 1.6, 10.8, -3.3, 12.4
OCC1(CCc2ccccc2)CCN(Cc2cc(Cl)ccc2O)CC1
 : 0.7, -63.6, 17.4, -0.1, 1.8, 2.0, -5.7, 4.1, 5.7
CC(C)C(C(=O)Nc1nccs1)c1ccc(Cl)cc1 (stereo unspecified)
 : 1.0, 43.9, 16.0, 1.0, 11.0, -1.6, -5.2, 3.2, 7.0
CCCn1c(C(C)NC(=O)c2ccccc2)n[nH]c1=S (stereo unspecified)
 : 2.0, 7.3, 6.9, 1.9, 0.8, 7.4, -0.9, 0.6, 12.2
CCOC(=O)C1(CCCc2ccccc2)CCN(CCCn2cccn2)CC1
 : 2.4, -12.5, 20.4, 0.8, -1.0, 0.6, 1.5, -4.8, 4.4
Cc1[nH]n2c(=O)c3c(nc2c1-c1ccccc1)CCCC3
 : -5.2, -18.8, 0.5, 0.4, 0.3, -0.4, -6.5, 0.3, 12.0
COc1ccc(NS(=O)(=O)c2coc(C(N)=O)c2)cc1Cl
 : 2.3, 8.0, -6.8, -0.1, 0.0, ., -5.8, -3.0, 8.0
O=[N+]([O-])c1cc(Cl)ccc1N1CCN(c2ccccc2O)CC1
 : 1.5, -42.7, 4.7, 0.7, 2.6, 2.0, -14.1, 2.3, 12.3
COc1cc(CNn2cn[nH]c2=S)cc(Cl)c1OCc1ccc(F)cc1
 : -1.1, 0.2, 1.0, 1.0, -0.1, 16.0, -7.5, 12.5, 9.0
c1ccc2c(N3CCOCC3)nc(-c3ccncc3)nc2c1
 : -2.7, 29.4, 14.7, -0.2, 1.4, 0.0, 7.3, 6.5, 8.8
Cc1ccc(-c2ccc([C@H]3[C@H]4C=CC[C@@H](C)[C@@H]4C(=O)N3Cc3ccccc3)c(F)c2)cc1
 : 3.1, 20.0, 7.4, ., 2.5, 2.6, ., 0.7, 7.8
Cc1nc2nc[nH]n2c(=O)c1CCOC(=O)c1c(F)cccc1F
 : 0.3, 29.2, 26.5, -0.2, 9.2, 0.1, -6.0, -1.9, 1.8
COc1cc(C)nc(Oc2ccc(OCCOc3ccccc3)nn2)n1
 : -0.7, -16.0, 16.6, 0.1, 2.6, ., -4.5, ., 14.6
Cc1ccccc1OCC(=O)NNC(=O)Nc1ccccc1
 : 1.7, 9.4, 21.5, 0.9, 4.0, ., -4.5, ., 6.8
CCC(Sc1nc(C)cc(=O)[nH]1)C(=O)Nc1ccc(Cl)cn1 (stereo unspecified)
 : 1.3, 16.5, -0.1, 0.4, 1.1, 1.0, -6.6, -2.3, 3.5
Cc1ccc(OCC(=O)N/N=C/c2cn(C)c3ccccc23)cc1
 : 1.8, -88.1, 11.0, 0.0, 1.4, -2.1, 2.6, -9.5, 9.1
C=CCNC(=O)C1CCN(c2ccc(S(=O)(=O)N3CCOCC3)cc2Cl)CC1
 : 0.9, -54.9&5.5, 21.7, 0.7, -1.4, -1.9, -6.7, 1.7, 5.1&5.2
Cc1[nH]nc(-c2ccc(O)cc2O)c1-c1nc2ccccc2s1
 : -5.6, -53.5, 8.7, 0.5, 24.6, ., -10.3, -0.2, 12.2
O=C(N/N=C/c1cccc(Cl)c1)C(c1ccncc1)N1CCOCC1 (stereo unspecified)
 : 0.8, 9.8, 23.5, 1.8, 0.2, -0.1, 2.8, -6.6, 6.5
Cc1onc(-c2ccccc2Cl)c1C(=O)Nc1sc2c(c1C(N)=O)CCC(C)C2 (stereo unspecified)
 : -3.8, 61.8*, 13.8, -0.8, 0.0, 0.2, -7.0, 6.0, .
CC(=O)Nc1cccc(NC(=O)CCn2c(=O)sc3ccccc32)c1
 : -0.9, -3.5, -0.6, 0.3, 0.1, 1.0, -2.5, -1.8, 12.4
O=C(OCC(=O)N(C1CCCCC1)C1CCCCC1)c1ccncc1
 : 1.2, -23.8, -7.3, 0.1, 0.9, -1.5, -2.3, 1.4, .
CCOP(=O)(OCC)C(NC(=O)Nc1ccc(Cl)cc1)c1ccccc1 (stereo unspecified)
 : 0.9, 11.3, 1.9, -0.1, 0.9, 0.0, -5.0, -0.7, 1.9
CC(C)CC(CO)N1CCN(C(=O)c2ccc(C(C)(C)C)cc2)CCC1=O (stereo unspecified)
 : 3.9, -11.7, -4.3, 0.6, 2.2, -6.0, -7.5, -9.1, 19.6
Cc1ccc(S(=O)(=O)N(C)C)cc1NC(=O)CCc1c[nH]c2ccccc12
 : 0.9, -40.2, 21.9, 0.9, 3.1, -1.3, -4.4, 0.3, 1.6
Cc1cc(C)c2c(-n3cccc3)c(C(=O)O)sc2n1
 : 0.3, 20.9, -0.1, 0.1, 0.4, ., -7.7, -3.8, 8.2
COc1ccc(N2CCN(C(CNC(=O)c3ccc4c(c3)OCO4)c3cccnc3)CC2)cc1 (stereo unspecified)
 : 1.0, 11.1, 6.2, -1.2, 0.0, -1.7, -0.4, 1.9, 3.5
CC(=O)c1ccc(NC(=O)c2cc(Cl)sc2Cl)cc1
 : -1.8, 1.1, 0.2, -0.6, -0.9, -2.4, -5.5, -1.9, 5.1
CCC(c1nnnn1Cc1cccs1)N1CCN(C(=O)c2ccco2)CC1 (stereo unspecified)
 : 0.8, 6.1&10.6, 25.3, 0.3, -1.1, 2.0, -1.5, -1.6, -0.5&6.7
O=C(CCCN1Cc2ccccc2C1)c1ccc(F)cc1
 : 2.5, -7.6, -0.2, 0.4, 0.0, -0.7, -0.8, 1.9, 8.8
Cc1ccc(-c2nc3cnccn3c2Nc2ccc3c(c2)OCCO3)o1
 : 0.8, -15.0, 1.8, -0.4, -0.4, 33.2, -6.4, 19.5, 11.0
CC(C)N(C(=O)Nc1ccc2nccnc2c1)C(C)C
 : 0.7, -12.5, -0.1, 1.7, 0.9, -45.0, -3.8, -204.6, .
O=C(O)c1cc(C(=O)O)cc(-c2ccc(/C=c3/sc4nc5ccccc5n4c3=O)o2)c1
 : 0.4, 28.6, 17.4, 0.9, 1.4, 36.8, -3.8, 11.1, 5.2
CN1CCN(CCNC(=O)Nc2ccc([N+](=O)[O-])cc2)CC1
 : 1.4, 13.6, -25.5, 0.8, 2.4, -1.4, 0.8, 2.0, -0.1
COCCNC(=O)CS(=O)Cc1nc(-c2ccccc2C)oc1C (stereo unspecified)
 : 2.6, 9.7, 0.4, -0.6, 2.3, 0.2, 4.5, -8.8, 13.8

Source: PubChem BioAssay (several laboratories)

This is a subset. The share of hits here may be higher or lower than overall.
